Screening results (PubChem)
14-3-3g Raf: modulators of human 14-3-3 gamma - Raf peptide interaction; P61981; FP, 14-3-3gamma / TMR-pS259-Raf peptide binding; inhibition, % at 40 µM; 160,000 compounds, 0.19% hits; AID 422; in the data active = inhibition above about 30%;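 note: 0% = protein plus tracer without compound and 100% = blank with tracer alone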
Target sequence (P61981 whole entry, looked up): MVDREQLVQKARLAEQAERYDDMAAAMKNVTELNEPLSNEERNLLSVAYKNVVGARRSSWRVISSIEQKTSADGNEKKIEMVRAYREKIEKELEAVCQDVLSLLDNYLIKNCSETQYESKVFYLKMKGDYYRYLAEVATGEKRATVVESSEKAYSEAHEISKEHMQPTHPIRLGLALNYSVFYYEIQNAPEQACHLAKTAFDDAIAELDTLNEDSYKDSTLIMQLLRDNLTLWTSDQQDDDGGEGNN
The depositor's hits bear a star; & = joins results of further samples. Only part of the results is shown (hit frequency here may not be typical).

14-3-3g Raf,mol
8,O=c1oc2ccccc2c(NC2CCN(Cc3ccccc3)CC2)c1[N+](=O)[O-]
-9,CC1=C(C(=O)OC(C)C)C(c2ccc(C)o2)C2=C(CC(c3cccs3)CC2=O)N1 (stereo not given)
-12,COc1ccc(CCNC(=O)c2ccccc2NC(=O)c2ccco2)cc1OC
-7,COC(=O)c1c(NC(=O)c2cccc(F)c2)sc2c1CCC(C(C)(C)C)C2 (stereo not given)
-7,COc1cc(Cl)c(C)cc1NC(=O)Cn1c(=O)n(CC(=O)NC2CCCC2)c(=O)c2ccccc21
-7,O=C(CN1CCC(n2nnc3ccccc32)CC1)Nc1ccc2c(c1)CCC2
-17,CCOC(=O)CSc1nc2c(c(=O)n1-c1ccc(OCC)cc1)SCC2
-4,COC(=O)Cn1c(CN2CCN(c3ccc(F)cc3)CC2)nc2c1c(=O)n(C)c(=O)n2C
5,O=C(c1ccc([N+](=O)[O-])cc1)c1ccc(Oc2ccc(Br)cc2)c([N+](=O)[O-])c1
1,COCCNc1oc(-c2ccc(F)cc2)nc1C#N
-5&-5,C=C(C)CSc1nc(N)cc(=O)[nH]1
-15,Cc1ccc(CNC(=O)CCCn2c(=O)c3sccc3n(CC(N)=O)c2=O)cc1
1,O=C(COc1ccc2ccccc2c1Br)N1CCN(c2ccccn2)CC1
10,Cc1c(C(=O)NCc2ccccc2Cl)oc2ccc(S(=O)(=O)N3CCOCC3)cc12
-12,CCN(CC)c1ccc(NC(=O)c2cccs2)cc1
-9,CCN1CCCC1CNC(=O)c1ccc(Sc2ccc(C)cc2)c(NC(C)=O)c1 (stereo not given)
-7&6,CS(=O)(=O)N1CCN(C(=O)c2cccnc2)CC1
-11,Cc1ccc(-c2csc(NC(=O)c3ccc(S(=O)(=O)N(C)c4ccccc4)cc3)n2)cc1
-7,c1ccc(CNc2ncnc3nc[nH]c23)nc1
-1,CCC1Oc2ccccc2N(CC(=O)NCCc2ccc(C)cc2)C1=O (stereo not given)

Individual results from the list:
In 14-3-3g Raf, CCN1CCCC1CNC(=O)c1ccc(Sc2ccc(C)cc2)c(NC(C)=O)c1 (stereo not given) is entered as -9
In 14-3-3g Raf, CCN(CC)c1ccc(NC(=O)c2cccs2)cc1 is entered as -12

(continued)
14-3-3g Raf,mol
-26,Cc1ccc(-n2c(CCC(=O)O)ccc2-c2ccc(F)cc2)cc1C
-2,COC(=O)C1C(=O)CC(C)(O)C(C(=O)OC)C1c1ccc(N(C)C)cc1 (stereo not given)
-2,CCOC(=O)c1sc2ncn(CC(=O)NCc3ccccc3OC)c(=O)c2c1C
-5,O=C(c1ccc2c(=O)n(CC3CCCO3)c(=S)[nH]c2c1)N1CCc2ccccc21 (stereo not given)
2,O=c1oc(-c2cccc(Br)c2)nc2ccccc12
3,CCOc1ccc(Cc2nc(C)c(CC(=O)N3CCCCC3)c(=O)[nH]2)cc1
6,CC12CC3(C)CC(C)(C1)CC(CN=Cc1c(O)ccc4ccccc14)(C2)C3
-1,Cc1ccc(C)c(CN2C(=O)c3ccccc3Sc3ccc(C(=O)N4CCOCC4)cc32)c1
4,Cc1ccc(N2S(=O)(=O)c3ccccc3S2(=O)=O)cc1
5,CN1C(=O)C(O)(C2COC(C)(C)CC2=O)c2ccccc21 (stereo not given)
-1,CCCCn1c(SCC(=O)Nc2ccc3c(c2)OCO3)nc2c1c(=O)n(C)c(=O)n2C
3,Cc1nc2ccccn2c1-c1csc(Nc2ccc(Cl)cc2)n1
5,COc1ccc(Cl)cc1Nc1nc(-c2ccccn2)cs1
-7,COc1ccc(NC(=O)c2ccccc2NC(=O)c2ccco2)cc1
-3,Cc1[nH]nc2c1C1(CCN(C(=O)c3ccccc3)CC1)C(C#N)=C(N)O2
1,COc1cc(C2CC(=O)C3=C(C2)Nc2ccccc2NC3c2ccccc2Cl)cc(OC)c1OC (stereo not given)
-8,Cn1c(NCc2ccco2)nc2c1c(=O)n(Cc1ccc(Br)cc1)c(=O)n2C
-8,Cc1ccc(-n2c(C)nc3c2C(=O)c2ccccc2C3=O)cc1
-9,CCCCc1nc2ccccc2c(=O)n1NC(=O)c1c(O)c2c(n(CC(C)C)c1=O)CCCC2
-3,Cc1ccc(N=C2CNC(=O)NC2=O)cc1
-8,Cc1cc(C)n(-c2nnc3n2N=C(c2c[nH]c4ccccc24)CS3)n1
-4,CCCCn1cc(SCC(=O)O)c2ccccc21
-9,Cc1oc(-c2cccs2)nc1CCl
-4,COc1ccc2nc(NC(=O)c3ccc(Br)cc3)sc2c1
5,CC1=C(C(=O)Nc2ccccc2C)C(c2ccc(Cl)cc2)C2=C(CCCC2=O)N1 (stereo not given)
-12,COc1ccc(-c2cc(C(=O)NCc3ccccn3)c3ccccc3n2)cc1OC
1,CC1CCC2C(=O)N(c3cccc(C(=O)OCC(=O)c4ccc(Cl)cc4)c3)C(=O)C2C1 (stereo not given)
4,Cc1cc(C)cc(-n2ccnc2SCC(=O)Nc2ccc(Br)cc2)c1
0,Cc1oc2cc(OCC(=O)O)ccc2c(=O)c1Oc1ccccc1
-5,CC1(C)C2([N+](=O)[O-])CN3CC1([N+](=O)[O-])CN(C2)C3c1cccc([N+](=O)[O-])c1 (stereo not given)
-4,O=C(Cn1cc2c(n1)CCCCC2)NCCCN1CCOCC1
-6,CCN(CC)CCSc1nc(O)c(C(C)C)c(=O)[nH]1
-11,CCn1cnc2sc(C(=O)Nc3ccc(I)cc3)c(C)c2c1=O
-15,CC(=O)c1ccc(N2CCN(C(=O)c3ccc(Cn4c(=S)[nH]c5ccc(Br)cc5c4=O)cc3)CC2)cc1
-58,O=C(Nc1ccc(F)cc1)c1cc(N2CCCCCC2)nc2ccccc12
-6,Cc1[nH][nH]c(=O)c1C(c1cc(Br)ccc1O)c1c(C)[nH][nH]c1=O
-3,Cc1cc2c(=O)n(NC(N)=O)c(C)nc2s1
-6,O=C(C(c1ccccc1)c1ccccc1)N1CCN(Cc2ccncc2)CC1
0,CCCCNC(=O)c1cc(Nc2ccc(C)c(C)c2)nc2ccccc12
-10,Cc1nnc(SCC(=O)N2CCN(S(=O)(=O)c3ccccc3)CC2)n1Cc1ccccc1
-7,COc1cc2nc(SCC(=O)NCC3CCCO3)n3nc(C)nc3c2cc1OC (stereo not given)
8,CN(C)c1ccc(NC(=O)CC2SC(N)=NC2=O)cc1 (stereo not given)
-2,COc1ccc(NC(=O)C23CCC(C)(C(=O)O2)C3(C)C)cc1 (stereo not given)
-4,O=C(Nc1cnn(C23CC4CC(CC(C4)C2)C3)c1)c1cnn2c(C(F)(F)F)cc(-c3ccco3)nc12
-7,CCCCOC(=O)CSC1=C(C#N)C(c2ccccc2OC)C(C#N)C(=O)N1 (stereo not given)
-5,COc1cc(C=Nc2ccccc2)ccc1O
-3,CN(CC(=O)N1CCN(c2ccccc2F)CC1)S(=O)(=O)c1ccc(Br)s1
-11,CCOC(=O)c1c(NC(=O)CSC2=NN3CCCC(=O)N=C3S2)sc2c1CCCC2
2,CCCS(=O)(=O)NCCc1cc2ccc(OC)cc2[nH]c1=O
1,CC(=O)c1sc(NC(=O)CN2C(=O)CCC2=O)nc1C
-25,O=c1c2cnn(-c3ccccc3)c2nc(-c2ccccc2)n1-c1ccc(Br)cc1
0,COc1ccccc1NC(=O)c1ccccc1SC
-3,Cc1ccc(-c2nnc(CSc3nnc(C)s3)o2)cc1
-3,Cc1cc(C)c(NC(=O)CSCC(=O)Nc2ccc3ccccc3c2)c(C)c1
-62,Fc1ccc(C2CC(c3ccc(Cl)cc3)=Nc3nc(-c4ccccc4)cn32)cc1 (stereo not given)
-6,O=C(NC1CCCCCC1)C1CCC(Cn2c(=O)[nH]c3ccccc3c2=O)CC1 (stereo not given)
2,CCC(=O)Nc1cccc(Oc2ccc3c(c2)C(=O)N(c2ccc(OC)cc2)C3=O)c1
-4,C=CCn1c(C)cc(C(=O)COC(=O)COc2ccccc2C#N)c1C
8,N#Cc1nc(-c2ccc(OCc3ccccc3Cl)cc2)oc1NCCCn1ccnc1
1,CN(C)C(=O)n1c(Cc2ccccc2)nc2ccccc21

(further entries)
14-3-3g Raf,mol
-10,O=C(NCCN1CCN(c2ccccc2)CC1)c1cccn2c(=O)c3ccc(Cl)cc3nc12
-2,Cc1cc(CC(=O)O)c(C)cc1CC(=O)O
2,CC(=O)N1CCc2cc(S(=O)(=O)NCCC(=O)N3CCN(Cc4ccc5c(c4)OCO5)CC3)ccc21
-5,CC(=O)Cc1nsc(NC(=O)c2ccc(Br)o2)n1
-23,CN(C(=O)COc1nnc(-c2cccs2)c(-c2cccs2)n1)c1ccccc1
3,CCCCC(C(=O)OCC(=O)c1ccc(Br)cc1)N1C(=O)c2ccccc2C1=O (stereo not given)
-9,CCC(=O)Nc1cc(NC(=O)CSc2ncc(-c3ccc(F)cc3)n2Cc2ccco2)ccc1C
2,CCOC(=O)c1ccc2[nH]c(C)cc(=O)c2c1
-7,O=C(NCCc1ccc(Cl)cc1)C1CC(=O)N(C2CCCCCCC2)C1 (stereo not given)
-3,COc1ccc(CCNC(=O)CSc2nnc(CNC(=O)c3cccs3)o2)cc1OC
0,O=C1CS(=O)(=O)C(c2cccc(Br)c2)N1c1ccc(F)cc1 (stereo not given)
5,COc1ccc(CNC(=O)C2CCCN(S(=O)(=O)c3cc(C)ccc3OC)C2)cc1 (stereo not given)
-71,COc1ccc(Cl)cc1NC(=O)c1c(NCc2ccc(C)o2)sc2c1CCC(C)C2 (stereo not given)
-5,S=C1SC2(CCCCC2)NC2=C1CCCC2
-52,O=C1CCCC2=C1C(c1ccc3c(c1)OCO3)C1C(=O)c3ccccc3C1=N2 (stereo not given)
-5,Cc1ccnc(NC2c3ccccc3C(=O)N2Cc2ccccc2Cl)c1 (stereo not given)
2,CCOC(=O)c1c(C)nc2c(C#N)c(C)n(-c3ccccc3)c2c1-c1ccc(Br)cc1
3,CCN1C(=O)c2ccccc2S(=O)(=O)c2ccc(C(=O)NCc3cccnc3)cc21
3,CCOC(=O)C1CCN(C(=O)c2ccc(OCC)c(OCC)c2)CC1
4,O=C(NCC1CCCO1)c1cc2c(=O)n3ccccc3nc2s1 (stereo not given)
-1,O=C(c1ccco1)N1CCN(C(=O)c2snc3ccc(Cl)cc23)CC1
-20,O=C(c1ccccc1)N1CCN(C(=O)c2nn3c(C(F)(F)F)cc(-c4ccco4)nc3c2Br)CC1
2,CCc1cccc(NC(=O)CN(c2ccc(OC)cc2)S(=O)(=O)c2c(C)n[nH]c2C)c1
-5,CC(C)OC(=O)c1ccc(N2C(=O)C3CC=CCC3C2=O)cc1 (stereo not given)
-37,Cc1c(NC(=O)c2ccc(-c3ccccc3)o2)cccc1-c1nc2ncccc2o1
-14,O=C(CCN1C(=O)C2CC=C(Cl)CC2C1=O)Nc1cccc2ccccc12 (stereo not given)
-4,CC(NC(=O)CCCC1=NS(=O)(=O)c2ccccc2N1)c1ccccc1 (stereo not given)
-3,Clc1ccc(CCNc2ncnc3nc[nH]c23)cc1
5,Cc1cccc(-n2nc3c(c2NC(=O)c2ccccc2Br)CS(=O)(=O)C3)c1C
-5,Cc1c(NC(=O)CSc2nc3ccccc3n2C)c(=O)n(-c2ccccc2)n1C
17,CCN1CCN(Cc2c(O)c(Cl)cc3c(C)cc(=O)oc23)CC1
-4,O=c1c2sccc2nc(SCc2cccc([N+](=O)[O-])c2)n1-c1ccc(Cl)cc1
3,COc1ccc(Nc2ncnc3c2cnn3-c2ccccc2)cc1OC
-3,Cc1cc2ncn(C3CC(=O)N(Cc4ccccc4)C3=O)c2cc1C (stereo not given)
-11,O=C(Nc1ccc(N2CCOCC2)c(Cl)c1)c1cccc(F)c1
1,O=C(CSc1nnc(-c2ccccc2)c(-c2ccccc2)n1)c1ccccc1
-3,CCCn1c(COc2ccc(C)cc2)nc2ccccc21
3,COC(=O)C1CCN(Cc2cc(=O)oc3cc(OC)ccc23)CC1
-1,Cc1ccc(-c2noc(-c3cccs3)n2)cc1
-21,O=C(O)CCCC(=O)Nc1cccc2ccccc12
-6,Cc1cnc(NC(=O)CSc2nnc(Cc3ccccc3)n2C)s1
-7,O=C(CCC1CCCC1)Nc1ccc(S(=O)(=O)Nc2ncccn2)cc1
-9,CCOC(=O)C1(C(F)(F)F)N=C(N(C)C)OC(N(C)C)=N1
-3,COc1cc(C(=O)OCC(=O)NC2CCCC2)cc(NC(=O)c2ccco2)c1OC
-1,CCOC(=O)c1[nH]c2cc3c(cc2c1CCCN1C(=O)c2ccccc2C1=O)OCCO3
-12,COc1cc2cc(C)c3nnc(SCC(N)=O)n3c2cc1OC
0&-8,O=C(CC1SC2=NCCN2C1=O)Nc1ccc(Cl)cc1 (stereo not given)

Among those listed so far, these have an NH in an aromatic ring:
14-3-3g Raf,mol
-5&-5,C=C(C)CSc1nc(N)cc(=O)[nH]1
-7,c1ccc(CNc2ncnc3nc[nH]c23)nc1
-5,O=C(c1ccc2c(=O)n(CC3CCCO3)c(=S)[nH]c2c1)N1CCc2ccccc21 (stereo not given)
3,CCOc1ccc(Cc2nc(C)c(CC(=O)N3CCCCC3)c(=O)[nH]2)cc1
-3,Cc1[nH]nc2c1C1(CCN(C(=O)c3ccccc3)CC1)C(C#N)=C(N)O2
-8,Cc1cc(C)n(-c2nnc3n2N=C(c2c[nH]c4ccccc24)CS3)n1
-6,CCN(CC)CCSc1nc(O)c(C(C)C)c(=O)[nH]1
-15,CC(=O)c1ccc(N2CCN(C(=O)c3ccc(Cn4c(=S)[nH]c5ccc(Br)cc5c4=O)cc3)CC2)cc1
-6,Cc1[nH][nH]c(=O)c1C(c1cc(Br)ccc1O)c1c(C)[nH][nH]c1=O
2,CCCS(=O)(=O)NCCc1cc2ccc(OC)cc2[nH]c1=O
-6,O=C(NC1CCCCCC1)C1CCC(Cn2c(=O)[nH]c3ccccc3c2=O)CC1 (stereo not given)
2,CCOC(=O)c1ccc2[nH]c(C)cc(=O)c2c1
2,CCc1cccc(NC(=O)CN(c2ccc(OC)cc2)S(=O)(=O)c2c(C)n[nH]c2C)c1
-3,Clc1ccc(CCNc2ncnc3nc[nH]c23)cc1
-1,CCOC(=O)c1[nH]c2cc3c(cc2c1CCCN1C(=O)c2ccccc2C1=O)OCCO3
